Bioassay records from PubChem.
T cruzi intra – inhibitors of intracellular Trypanosoma cruzi; intracellular Trypanosoma cruzi in host cells, plate reader; activity score (inhibition), % at 5.01 µM; 22,000 tested, 4.9% active; in the data active = activity score above about 55%;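 also: parasites and compound incubated about four days before reading; 0% = median of neutral control wells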
INS-1E rescue – INS-1E beta cell protection from cytokine death | INS-1E cytokine-induced death, ATP luminescence, 48 h; normalised: neutral wells 0, positive control 100 | protection from cytokine-induced ATP loss, % at 10 µM | 20,000 tested, 0.1% active | AID 488910;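 active = mean replicate protection from cytokine-induced ATP loss at least 50% and at least 75% of replicates each reaching 50%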
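Assay system – rat INS-1E insulinoma cell line · Quantity – 8000 cells per well · Buffer or medium – RPMI without phenol red, 5% FBS · Schedule – 48 h co-treatment, 10 min post-lysis read · Technique – luminescent ATP assay (CellTiter-Glo)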
An asterisk follows results filed as active; nt = not tested or not shown.

SMILES	T cruzi intra	INS-1E rescue
C[C@@H]1CN([C@@H](C)CO)C(=O)c2cccc(NS(=O)(=O)c3cccs3)c2O[C@@H]1CN(C)Cc1ccc(C(=O)O)cc1	-13	2
C[C@H]1CN([C@@H](C)CO)C(=O)c2cccc(NC(=O)Nc3ccccc3)c2O[C@@H]1CN(C)Cc1ccc(C(=O)O)cc1	39	9
Cc1noc(C)c1NC(=O)Nc1ccc2c(c1)CC(=O)N([C@H](C)CO)C[C@@H](C)[C@H](CN(C)S(=O)(=O)c1ccc(Cl)cc1)O2	-13	8
C[C@@H]1CN([C@H](C)CO)C(=O)c2cccc(NC(=O)NC3CCCCC3)c2O[C@H]1CN(C)Cc1ccc(C(=O)O)cc1	31	17
C[C@H](CO)N1C[C@H](C)[C@H](CN(C)S(=O)(=O)c2ccc(Cl)cc2)Oc2ccc(NS(=O)(=O)c3cccs3)cc2C1=O	28	nt
COc1ccc(NC(=O)Nc2ccc3c(c2)CC(=O)N([C@@H](C)CO)C[C@H](C)[C@H](CN(C)S(=O)(=O)c2cccs2)O3)cc1	10	11
COc1ccc(NC(=O)Nc2ccc3c(c2)CC(=O)N([C@H](C)CO)C[C@@H](C)[C@@H](CN(C)C(=O)Nc2ccccc2)O3)cc1	-15	0
C[C@@H]1CN([C@H](C)CO)C(=O)c2cccc(NC(=O)c3ccncc3)c2O[C@H]1CN(C)Cc1ccc2c(c1)OCO2	87*	-9
C[C@H]1CN([C@@H](C)CO)C(=O)c2cc(NC(=O)C3CC3)ccc2O[C@H]1CN(C)C	-15	6
C[C@@H]1CN([C@H](C)CO)C(=O)c2cccc(NC(=O)Nc3ccc(C(F)(F)F)cc3)c2O[C@H]1CN(C)S(C)(=O)=O	-24	3
C[C@@H]1CCCCO[C@@H](CN(C)C(=O)Nc2ccc(F)cc2)[C@@H](C)CN([C@H](C)CO)C(=O)c2cc(N(C)C)ccc2O1	5	-5
Cc1ccc(OC(=O)N(C)C[C@H]2OCc3cn(nn3)CCCC(=O)N([C@H](C)CO)C[C@H]2C)cc1	-13	nt
C[C@H](CO)N1C[C@H](C)[C@H](CN(C)S(=O)(=O)c2ccc(Cl)cc2)Oc2ccc(NC(=O)CCCCCC(=O)Nc3ccccc3N)cc2CC1=O	11	-3
C[C@@H]1CN([C@@H](C)CO)C(=O)c2cccc(NC(=O)Nc3cccc4ccccc34)c2O[C@@H]1CN(C)Cc1ccc(C(F)(F)F)cc1	39	-25
C[C@H](CO)N1C[C@H](C)[C@H](CN(C)C)Oc2c(NC(=O)c3cnccn3)cccc2C1=O	36	-1
COc1ccc(NC(=O)N(C)C[C@@H]2OCc3cn(nn3)CCCC(=O)N([C@@H](C)CO)C[C@H]2C)cc1	2	nt
C[C@H](CO)N1C[C@H](C)[C@@H](CN(C)C)Oc2ccc(NC(=O)Nc3ccc(F)cc3)cc2C1=O	-7	9
C[C@H](CO)N1C[C@H](C)[C@H](CN(C)S(=O)(=O)c2ccccc2)Oc2ccc(NC(=O)NC3CCCCC3)cc2CC1=O	-20	15
C[C@H](CO)N1C[C@H](C)[C@@H](CN(C)S(C)(=O)=O)Oc2ccc(NC(=O)Cc3cn(C)c4ccccc34)cc2C1=O	9	2
COc1ccc(S(=O)(=O)N(C)C[C@H]2Oc3ccc(NS(=O)(=O)c4cn(C)cn4)cc3CC(=O)N([C@H](C)CO)C[C@H]2C)cc1	-21	-5
C[C@H]1CN([C@@H](C)CO)C(=O)c2cccc(N(C)C)c2O[C@H]1CN(C)S(C)(=O)=O	-14	3
C[C@@H]1CN([C@@H](C)CO)C(=O)c2cccc(NS(=O)(=O)c3ccc(F)cc3)c2O[C@@H]1CN(C)Cc1ccc(Oc2ccccc2)cc1	48	-36
C[C@H]1CN([C@@H](C)CO)C(=O)c2cc(NC(=O)Cc3ccccc3)ccc2O[C@@H]1CN(C)Cc1ccc(Cl)c(Cl)c1	37	-12
COc1ccc(S(=O)(=O)N(C)C[C@H]2Oc3ccc(NC(=O)Cc4cn(C)c5ccccc45)cc3CC(=O)N([C@@H](C)CO)C[C@@H]2C)cc1	10	4
CNC[C@H]1Oc2ccc(NC(=O)NC(C)C)cc2C(=O)N([C@H](C)CO)C[C@H]1C	-13	9
Cc1noc(C)c1NC(=O)Nc1ccc2c(c1)CC(=O)N([C@H](C)CO)C[C@@H](C)[C@@H](CN(C)C(=O)NC(C)C)O2	-28	10
Cc1noc(C)c1S(=O)(=O)Nc1ccc2c(c1)C(=O)N([C@H](C)CO)C[C@H](C)[C@@H](CN(C)S(=O)(=O)c1cn(C)cn1)O2	3	5
C[C@H]1CN([C@@H](C)CO)C(=O)c2cc(NS(C)(=O)=O)ccc2O[C@H]1CN(C)Cc1ccccc1	-10	0
C[C@H]1CN([C@@H](C)CO)C(=O)c2cc(NS(=O)(=O)c3ccccc3)ccc2O[C@@H]1CN(C)C	-14	0
Cc1ccc(S(=O)(=O)N(C)C[C@@H]2Oc3ccc(NC(=O)Nc4cccc5ccccc45)cc3CC(=O)N([C@@H](C)CO)C[C@@H]2C)cc1	-6	-15
COC(=O)CCCCCCC(=O)N/N=C/c1ccc(C)o1	-4	-4
Cc1noc(C)c1NC(=O)Nc1ccc2c(c1)C(=O)N([C@@H](C)CO)C[C@@H](C)[C@@H](CN(C)C(=O)Nc1c(C)noc1C)O2	-16	4
C[C@H]1CN([C@@H](C)CO)C(=O)c2cccc(NS(=O)(=O)c3ccccc3)c2O[C@@H]1CN(C)S(=O)(=O)c1ccc(F)cc1	-3	2
C[C@@H]1CN([C@@H](C)CO)C(=O)c2cccc(NC(=O)c3cnccn3)c2O[C@H]1CN(C)CC1CCCCC1	-4	-8
Cc1ccc(S(=O)(=O)Nc2ccc3c(c2)C(=O)N([C@H](C)CO)C[C@H](C)[C@@H](CN(C)C)OCCCC[C@@H](C)O3)cc1	-21	6
C[C@@H]1CCCCO[C@@H](CN(C)Cc2ccccc2)[C@@H](C)CN([C@H](C)CO)C(=O)c2cc(NC(=O)c3ccncc3)ccc2O1	-21	1
C[C@H](CO)N1C[C@H](C)[C@H](CN(C)Cc2ccc(Oc3ccccc3)cc2)Oc2ccc(NC(=O)Cc3ccccc3)cc2CC1=O	54	-41
C[C@H]1CN([C@@H](C)CO)C(=O)Cc2cc(N(C)C)ccc2O[C@H]1CN(C)C(=O)Nc1ccc(F)cc1	-5	5
COc1ccc(S(=O)(=O)N(C)C[C@@H]2Oc3ccc(N(C)C)cc3C(=O)N([C@H](C)CO)C[C@@H]2C)cc1	12	0
C[C@@H]1CCCCO[C@@H](CN(C)S(=O)(=O)c2ccc(F)cc2)[C@@H](C)CN([C@H](C)CO)C(=O)c2cc(NS(=O)(=O)c3cccs3)ccc2O1	25	-6
C[C@@H]1CN([C@H](C)CO)C(=O)Cc2cc(NS(=O)(=O)c3cccs3)ccc2O[C@@H]1CN(C)S(=O)(=O)c1ccc(Cl)cc1	72*	4
COc1ccc(NC(=O)Nc2ccc3c(c2)C(=O)N([C@H](C)CO)C[C@@H](C)[C@H](CN(C)C(=O)Nc2ccc(F)cc2)O3)cc1	-19	6
C[C@@H]1CN([C@@H](C)CO)C(=O)c2cccc(NC(=O)C3CC3)c2O[C@H]1CN(C)Cc1ccccc1	-24	0
C[C@@H]1CN([C@H](C)CO)C(=O)Cc2cc(NC(=O)CCC(F)(F)F)ccc2O[C@@H]1CN(C)C(=O)Nc1cccc2ccccc12	-3	1
C[C@H](CO)N1C[C@H](C)[C@@H](CN(C)Cc2ccc(C(=O)O)cc2)OCc2cn(nn2)CCCC1=O	-15	2
C[C@H](CO)N1C[C@H](C)[C@@H](CN(C)Cc2ccccc2)Oc2c(NS(=O)(=O)c3ccccc3)cccc2C1=O	-15	10
COc1ccc(CN(C)C[C@H]2Oc3ccc(NS(=O)(=O)c4cccs4)cc3CC(=O)N([C@H](C)CO)C[C@H]2C)cc1	31	-5
Cc1noc(C)c1NC(=O)N(C)C[C@H]1OCc2cn(nn2)CCCC(=O)N([C@H](C)CO)C[C@H]1C	-3	nt
C[C@@H]1CN([C@@H](C)CO)C(=O)c2cccc(NC(=O)c3ccncc3)c2O[C@H]1CN(C)C	-12	0
Cc1noc(C)c1NC(=O)Nc1cccc2c1O[C@H](CN(C)Cc1ccc(C(=O)O)cc1)[C@H](C)CN([C@@H](C)CO)C2=O	-4	4
C[C@H](CO)N1C[C@H](C)[C@H](CN(C)S(=O)(=O)c2ccc(C#N)cc2)Oc2ncc(Br)cc2C1=O	12	nt
Cc1noc(C)c1S(=O)(=O)N(C)C[C@H]1OCCCC[C@@H](C)Oc2ccc(NC(=O)Nc3ccc(F)cc3)cc2C(=O)N([C@H](C)CO)C[C@@H]1C	-8	-2
C[C@@H]1CN([C@@H](C)CO)C(=O)c2cc(NS(=O)(=O)c3cccs3)ccc2O[C@@H]1CN(C)CC1CCCCC1	5	-17
C[C@H]1CN([C@@H](C)CO)C(=O)Cc2cc(NC(=O)Nc3ccccc3)ccc2O[C@H]1CN(C)C(=O)Nc1cccc2ccccc12	-19	-3
COc1ccc(NC(=O)Nc2ccc3c(c2)CC(=O)N([C@H](C)CO)C[C@@H](C)[C@@H](CN(C)C(=O)NC2CCCCC2)O3)cc1	-26	5
C[C@@H]1CN([C@H](C)CO)C(=O)c2cccc(NC(=O)c3cnccn3)c2O[C@H]1CN(C)Cc1ccccc1	-2	-9
CC(C)NC(=O)N(C)C[C@@H]1Oc2ccc(NC(=O)Nc3ccc(C(F)(F)F)cc3)cc2C(=O)N([C@@H](C)CO)C[C@@H]1C	1	-4
CNC[C@H]1Oc2ccc(NS(=O)(=O)c3ccccc3)cc2C(=O)N([C@H](C)CO)C[C@H]1C	-7	-3
C[C@H]1CN([C@@H](C)CO)C(=O)c2cc(NC(=O)Nc3ccc(F)cc3)ccc2O[C@H]1CN(C)C(=O)Nc1ccc(C(F)(F)F)cc1	9	-26
C[C@@H]1CN([C@@H](C)CO)C(=O)c2cccc(NC(=O)Nc3cccc4ccccc34)c2O[C@H]1CN(C)C(=O)NC1CCCCC1	24	11

Continuation.
SMILES	T cruzi intra	INS-1E rescue
COc1ccc(CN(C)C[C@H]2Oc3ccc(NC(=O)C4CC4)cc3CC(=O)N([C@H](C)CO)C[C@H]2C)cc1	-22	-6
Cc1ccsc1/C=N/NC(=O)CCCCCCC(=O)Nc1ccccc1O	0	8
C[C@@H]1CN([C@H](C)CO)C(=O)Cc2cc(NC(=O)CCCN(C)C)ccc2O[C@@H]1CN(C)S(=O)(=O)c1cccs1	3	4
COc1ccc(NC(=O)Nc2ccc3c(c2)CC(=O)N([C@H](C)CO)C[C@@H](C)[C@@H](CN(C)S(C)(=O)=O)O3)cc1	3	0
C[C@H]1CN([C@@H](C)CO)C(=O)Cc2cc(NC(=O)Nc3ccc4c(c3)OCO4)ccc2O[C@@H]1CN(C)Cc1ccccc1	5	3
C[C@@H]1CN([C@@H](C)CO)C(=O)Cc2cc(NC(=O)Nc3cccc4ccccc34)ccc2O[C@@H]1CN(C)C(=O)Nc1cccc2ccccc12	4	2
COc1ccc(NC(=O)N(C)C[C@H]2Oc3ccc(NS(=O)(=O)c4cn(C)cn4)cc3C(=O)N([C@H](C)CO)C[C@@H]2C)cc1	-12	12
C[C@@H]1CN([C@H](C)CO)C(=O)c2cccc(NC(=O)Nc3ccccc3)c2O[C@@H]1CN(C)Cc1ccncc1	36	2
CC(C)NC(=O)Nc1cccc2c1O[C@@H](CN(C)CC1CC1)[C@H](C)CN([C@H](C)CO)C2=O	-8	4
COc1ccc(S(=O)(=O)Nc2ccc3c(c2)C(=O)N([C@H](C)CO)C[C@H](C)[C@H](CN(C)S(=O)(=O)c2c(C)noc2C)O3)cc1	-3	-5
Cc1ccc(S(=O)(=O)N(C)C[C@@H]2Oc3ccc(NC(=O)c4ccncc4)cc3C(=O)N([C@H](C)CO)C[C@@H]2C)cc1	63*	-1
C[C@H](CO)N1C[C@H](C)[C@H](CN(C)S(=O)(=O)c2cn(C)cn2)Oc2ccc(NC(=O)c3ccncc3)cc2C1=O	-4	1

Filtered by structure, the compounds so far containing two or more sulfur atoms (twelve)
SMILES	T cruzi intra	INS-1E rescue
C[C@@H]1CN([C@@H](C)CO)C(=O)c2cccc(NS(=O)(=O)c3cccs3)c2O[C@@H]1CN(C)Cc1ccc(C(=O)O)cc1	-13	2
C[C@H](CO)N1C[C@H](C)[C@H](CN(C)S(=O)(=O)c2ccc(Cl)cc2)Oc2ccc(NS(=O)(=O)c3cccs3)cc2C1=O	28	nt
COc1ccc(NC(=O)Nc2ccc3c(c2)CC(=O)N([C@@H](C)CO)C[C@H](C)[C@H](CN(C)S(=O)(=O)c2cccs2)O3)cc1	10	11
COc1ccc(S(=O)(=O)N(C)C[C@H]2Oc3ccc(NS(=O)(=O)c4cn(C)cn4)cc3CC(=O)N([C@H](C)CO)C[C@H]2C)cc1	-21	-5
Cc1noc(C)c1S(=O)(=O)Nc1ccc2c(c1)C(=O)N([C@H](C)CO)C[C@H](C)[C@@H](CN(C)S(=O)(=O)c1cn(C)cn1)O2	3	5
C[C@H]1CN([C@@H](C)CO)C(=O)c2cccc(NS(=O)(=O)c3ccccc3)c2O[C@@H]1CN(C)S(=O)(=O)c1ccc(F)cc1	-3	2
C[C@@H]1CCCCO[C@@H](CN(C)S(=O)(=O)c2ccc(F)cc2)[C@@H](C)CN([C@H](C)CO)C(=O)c2cc(NS(=O)(=O)c3cccs3)ccc2O1	25	-6
C[C@@H]1CN([C@H](C)CO)C(=O)Cc2cc(NS(=O)(=O)c3cccs3)ccc2O[C@@H]1CN(C)S(=O)(=O)c1ccc(Cl)cc1	72*	4
COc1ccc(CN(C)C[C@H]2Oc3ccc(NS(=O)(=O)c4cccs4)cc3CC(=O)N([C@H](C)CO)C[C@H]2C)cc1	31	-5
C[C@@H]1CN([C@@H](C)CO)C(=O)c2cc(NS(=O)(=O)c3cccs3)ccc2O[C@@H]1CN(C)CC1CCCCC1	5	-17
C[C@@H]1CN([C@H](C)CO)C(=O)Cc2cc(NC(=O)CCCN(C)C)ccc2O[C@@H]1CN(C)S(=O)(=O)c1cccs1	3	4
COc1ccc(S(=O)(=O)Nc2ccc3c(c2)C(=O)N([C@H](C)CO)C[C@H](C)[C@H](CN(C)S(=O)(=O)c2c(C)noc2C)O3)cc1	-3	-5
